GAA glycogen mod: inhibitors or activators of human alpha-glucosidase glycogen cleavage; P10253; recombinant GAA, glycogen substrate, Amplex Red glucose oxidase fluorescence; Potency, µM (highest dose often 76.4 µM), for the others: at the top dose activity change, negative = inhibition, hits mostly inhibitors; 300,000 compounds, 0.38% hits; AID 2100;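 further: 0% = full enzyme reaction and -100% = no-enzyme basal signal; the screen sought inhibitors and activators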
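Recombinant enzyme (4 nM final) with compounds titrated up to 77 uM and bovine liver glycogen (30 ug) in citrate pH 5.0, 0.01% Tween-20, 37 C 40 min. Released glucose detected by Amplex Red/glucose oxidase (Ex 573/Em 610); AC50 from Hill fits.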
Tau fluor counter: counter-screen for tau fibril formation inhibitors | Potency, µM (series often up to 57.7 µM), inactives show top-dose activity change, negative = decrease | tau K18 P301L Alexa594 fluorescence, heparin fibrillization | 280,000 compounds, 0.93% hits; further: on the % scale 0 is the no-effect control and ±100 the full control effect; nearly all actives have a fitted effect of over 55% in size
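Human K18 P301L tau (15 uM unlabeled plus 0.24 uM Alexa 594-labeled, final) in 100 mM sodium acetate pH 7 was mixed with compound and 20 uM heparin and incubated 6 hr at 37 C.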
GAA inhib: inhibitors of human lysosomal alpha-glucosidase; P10253; purified human GAA, 4-MU-alpha-glucoside fluorescence; Potency, µM (highest dose often 76.9 µM), without a hit: at the top dose activity change, negative = inhibition, hits mostly inhibitors; 200,000 compounds, 0.005% hits; AID 1466;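 further: plate controls were uninhibited enzyme wells for no effect and no-enzyme background for full effect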
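Endpoint fluorogenic read: 20 min room-temperature reaction of 4 nM human alpha-glucosidase with 400 uM 4-methylumbelliferyl-alpha-D-pyranoside, pH 5.0, quenched with 1M NaOH/1M glycine pH 10. AC50 from Hill modeling.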
Tau ThT inhib: blocks human tau fibril formation measured by thioflavin T. recombinant tau K18 P301L, heparin-induced fibrillization, ThT fluorescence. Potency, µM (series often up to 57.4 µM), for the others: at the highest dose activity, negative = inhibition, usual class: inhibitors. 270,000 compounds, 2.1% hits; further: on the % scale 0 is the no-effect control and ±100 the full control effect; nearly all actives have a fitted effect of over 55% in size
Target sequence (P10636 561-689 P618L limits assumed): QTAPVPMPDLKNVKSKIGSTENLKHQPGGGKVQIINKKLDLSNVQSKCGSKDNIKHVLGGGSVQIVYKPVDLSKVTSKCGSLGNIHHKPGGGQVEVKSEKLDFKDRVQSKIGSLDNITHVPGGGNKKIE
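Using a mix of unlabeled (15 uM) and Alexa 594-labeled (0.24 uM) tau K18 P301L, heparin-triggered fibrillization over 6 hr at 37 C was scored by ThT fluorescence.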
HTT ATP protect: protects HTT-Q103 PC12 cells, measured by ATP | PC12 HTT-Q103 induced, cytoprotection, ATP luminescence, 40 h | Potency, µM (titrated, usually from 56.4 µM), inactives show cytoprotection (ATP increase), most hits filed as activators | 230,000 compounds, 0.14% hits | AID 1471;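 further: % of control where 0% means no effect; nearly all actives have a fitted effect of over 45% in size; toxic huntingtin expression switched on by the ecdysone agonist tebufenozide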
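Cells were plated at 1500 per well in phenol red-free DMEM with 5% equine and 5% calf serum. Tebufenozide (100 nM final) and compounds were added, then ATPlite reagent, and luminescence was read.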
aGlu spleen mod: inhibits or activates alpha-glucosidase in human spleen homogenate; P10253; human spleen homogenate, 4-MU-alpha-glucoside fluorescence; Potency, µM (titrated, usually from 79.9 µM), inactives show at the top dose activity change, negative = inhibition, actives largely listed as inhibitors; 240,000 compounds, 0.006% hits; AID 2112;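 further: 0% = enzyme with vehicle and -100% = no enzyme basal signal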
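Enzyme source: human spleen homogenate, 1 ug/well. Buffer 50 mM citric acid/K phosphate pH 5.0, 0.01% Tween-20. 4-MU-alpha-glucoside 1 mM; 37 C x 40 min; NaOH/glycine stop; fluorescence.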
aGal spleen mod: inhibitors or activators of human alpha-galactosidase in spleen homogenate | Potency, µM (titrated, usually from 80 µM), for inactives: top-dose activity change, negative = inhibition, actives largely listed as inhibitors | 240,000 compounds, 0.008% hits | P06280 | human spleen homogenate, 4MU-alpha-Gal fluorescence, 40 min;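 further: 0% = enzyme with vehicle and -100% = no enzyme basal signal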
Target sequence (P06280 32-429 limits assumed): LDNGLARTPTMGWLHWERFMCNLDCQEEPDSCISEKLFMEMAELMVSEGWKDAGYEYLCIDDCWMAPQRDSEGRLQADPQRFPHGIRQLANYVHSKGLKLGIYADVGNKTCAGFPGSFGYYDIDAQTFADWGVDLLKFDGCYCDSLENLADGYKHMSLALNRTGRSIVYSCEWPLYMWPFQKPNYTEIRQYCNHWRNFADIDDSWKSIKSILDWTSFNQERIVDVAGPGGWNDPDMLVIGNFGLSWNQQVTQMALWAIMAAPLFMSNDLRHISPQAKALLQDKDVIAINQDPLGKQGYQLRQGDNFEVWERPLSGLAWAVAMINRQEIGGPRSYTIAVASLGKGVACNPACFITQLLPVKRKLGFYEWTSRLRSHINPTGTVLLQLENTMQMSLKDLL
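qHTS titration in buffer at pH 5.0. Alpha-galactosidase activity in spleen homogenate was measured via 4-methylumbelliferone release from 1 mM fluorogenic substrate after 40 min at 37C and a pH 10 stop. AC50 came from Hill fits of control-normalized data.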
Tau fibril FP: inhibitors of human tau fibril formation; P10636; K18 P301L tau heparin fibrillization, Alexa594 FP, 6 h; Potency, µM (titrated, usually from 57.7 µM), inactives show at the highest dose activity, negative = inhibition, most hits filed as inhibitors; 280,000 compounds, 0.39% hits; AID 1468; further: on the % scale 0 is the no-effect control and ±100 the full control effect; nearly all actives have a fitted effect of over 55% in size
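Recombinant K18 P301L […], labeled with Alexa 594 at 0.24 uM over 15 uM unlabeled; heparin inducer 20 uM final; 37 C, 6 hr; FP endpoint.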
Starred values were filed as active, the others as inactive; ? = inconclusive; . = not tested or not shown; & = joins results of further samples; [ ] = remark or other dose. The call rests on the fitted dose curve; in most records, active means well fitted curve in the direction sought with a large enough effect; inconclusive means small, poorly fitted or top-dose-only effect, or another doubt; inactive means no such curve, though single readings can be large; an effect the other way counts as inactive or inconclusive. Potency means the concentration at half of the fitted maximal effect.

Value order – HTT ATP protect | Tau fluor counter | aGal spleen mod | aGlu spleen mod | GAA inhib | Tau fibril FP | GAA glycogen mod | Tau ThT inhib
> CCN(c1ccccc1)S(=O)(=O)c1ccc(Cl)c(C(=O)OCC(=O)NC(=O)C(C)C)c1
    -24% | -21% | 0% | 5% | -2% | -12% | 1% | -9%
> CC1CC2(CCCCC2)N2C(=O)C(=O)c3cccc1c32 (stereo unspecified)
    -23% | -2% | -4% | -21% | -11% | 1% | 5% | ?
> COC(=O)c1cccc(N(C(=O)c2cnccn2)C(C(=O)NC2CCCCC2)c2cn(C)nc2C)c1 (stereo unspecified)
    -6%[10 µM] | -14% | 10% | 5% | -11% | -2% | 3% | -11%
> O=C(NCc1ccccc1)c1ccc(/C=N/O)nc1
    3% | 7% | -2% | 6% | -3% | 3% | -10% | 0%
> C[C@H]1Cc2c(-c3ccccc3)nc3c(c2CO1)CN(S(=O)(=O)c1ccc(Cl)c2nonc12)CC3
    -22%[10 µM] | -1%[11.6 µM] | 3%[17.5 µM] | 3%[17.4 µM] | . | -1%[11.6 µM] | . | -1%[11.5 µM]
> COc1cc(OC)nc(NC(=O)CN2CCN(c3ccc(F)cc3)CC2)n1
    -8%[0.074 µM] | -6% | 1% | -1% | 1% | 3% | 1% | -8%
> COC(=O)c1ccc(CSc2ncnc3c2oc2ccccc23)o1
    -2% | -10% | 9% | 2% | 6% | 1% | 4% | -4%
> O=C(Oc1c(Br)cc([N+](=O)[O-])cc1Br)c1cccnc1
    34%[10 µM] | -11% | 5% | 2% | -15% | -2% | -11% | ?
> COc1ccc(CNC(=O)CCc2nnc3n(CC(C)C)c(=O)c4ccccc4n23)cc1
    . | -2% | . | . | . | 2% | 9%[76.3 µM] | -1%
> COc1ccccc1N1CCN(C2CCN(S(=O)(=O)c3ccc(NC(C)=O)cc3)CC2)CC1
    0%[10 µM] | -4% | -5% | 1% | . | -9% | 0% | 1%

Arranged by value in aGlu spleen mod (lowest first): some entries from above
SMILES,aGlu spleen mod,GAA inhib,Tau fibril FP,GAA glycogen mod,Tau ThT inhib
CC1CC2(CCCCC2)N2C(=O)C(=O)c3cccc1c32 (stereo unspecified),-21%,-11%,1%,5%,?
O=C(Oc1c(Br)cc([N+](=O)[O-])cc1Br)c1cccnc1,2%,-15%,-2%,-11%,?
COC(=O)c1cccc(N(C(=O)c2cnccn2)C(C(=O)NC2CCCCC2)c2cn(C)nc2C)c1 (stereo unspecified),5%,-11%,-2%,3%,-11%
O=C(NCc1ccccc1)c1ccc(/C=N/O)nc1,6%,-3%,3%,-10%,0%

(cont.)
Value order – HTT ATP protect | Tau fluor counter | aGal spleen mod | aGlu spleen mod | GAA inhib | Tau fibril FP | GAA glycogen mod | Tau ThT inhib
> CCn1cc(C(=O)OCC(=O)Nc2c(C)cccc2C)c(=O)c2ccc(C)nc21
    9%[10 µM] | -2% | 2% | 1% | 4% | 3% | 15% | -2%
> O=C(CSc1ccc(-c2ccccn2)nn1)NCc1ccc(F)cc1
    -31%[inhibitor] | -2% | -6% | -3% | 1% | 5% | 0% | 3%
> COc1ccccc1N(C)S(=O)(=O)c1ccc(C(=O)OCC(=O)N(C)c2ccccc2)cc1
    19% | -16% | 4% | 4% | -4% | -4% | 0% | -11%
> COc1ccc(C(=O)COc2ncnc3cc(Cl)ccc23)cc1
    -7%[10 µM] | -8% | -19% | -4% | . | 1% | 5% | -3%
> O=C(NCc1ccco1)c1ccc2c(c1)N(Cc1ccccc1)CCS2
    17%[10 µM] | -28% | ? | 17% | . | ? | -8% | -14%
> COc1ccc(OCC(=O)Nc2cccc3cccnc23)cc1
    -19% | -26% | 8% | 4% | -10% | 1% | 1% | ?
> CC(=O)Nc1ccc(-c2nn[nH]n2)cc1
    3%[10 µM] | 7% | 5% | 2% | . | 0% | 9% | 5%
> CC(C)c1nn(-c2cc(C(F)(F)F)ccn2)c(=O)o1
    13%[10 µM] | -5% | 7% | 5% | -6% | 7% | 0% | -5%
> O=C(CCC1CCCCC1)Nc1c[nH]c(=O)[nH]c1=O
    -10%[10 µM] | 0% | -3% | 6% | -6% | -4% | -10% | -5%
> Cc1ccc(C)c2[nH]c(=O)c(CN(CCCN(C)C)C(=O)NCc3ccccc3)cc12
    -14% | 9% | 2% | -1% | -6% | 0% | 2% | 3%
> Cc1ccc(C2N(c3nccs3)C(=O)C3CCCN32)cc1 (stereo unspecified)
    -3% | -13% | -1% | -11% | -5% | ? | -10% | ?
> CCOc1ccc(OCC)c(NC(=O)CN2CCN(c3cccc(C)c3)C(C)C2)c1 (stereo unspecified)
    -25%[10 µM] | -17% | -1% | -4% | -6% | 2% | -13% | ?
> CCOC(=O)c1cnc(-n2cc(C)cn2)nc1Nc1ccccc1OCC
    -6% | -10% | 4% | 4% | 12% | -7% | -3% | -12%
> N/C(=N\OC(=O)CC1CCCCC1)c1ccccc1
    . | 3% | -9% | -11% | 11% | -5% | 1% | 7%
> COC(=O)c1sc2ccccc2c1NC(=O)c1coc2ccccc2c1=O
    7%[10 µM] | -3% | 2% | -6% | 1% | 0% | 21% | -11%
> C/C(=N/NC(=O)CSc1nc2ccccc2n1C)c1ccncc1
    -17% | -7% | 1% | . | 1% | -3% | 5% | -7%
> CCc1cc(CNC(=O)CC2C(=O)NCCN2Cc2c(F)cccc2Cl)on1 (stereo unspecified)
    3%[10 µM] | -5% | 1% | -6% | ? | -2%[2.34 µM] | 5% | 0%
> CCC(COC)NC(=O)CCc1nnc(Cc2cccc(C(F)(F)F)c2)o1 (stereo unspecified)
    -3%[10 µM] | -7% | 3% | -1% | 7% | 7% | -2% | -11%
> Cc1cc(C)n2nc(CCCCc3nc4nc(C)cc(C)n4n3)nc2n1
    . | 7% | 1% | 4% | 8% | 5% | 23% | 4%
> Cc1cc(CNC(=O)[C@H]2C[C@@H]2[C@H](NP(=O)(c2ccccc2)c2ccccc2)c2ccccc2)nn1C
    -7% | 0%&-6% | -4%&0% | 6%&-2% | 3% | -2%&-1% | 8% | 7%&-3%
> CCCc1cc2c(n1Cc1cc(F)cc(F)c1)C(C)C1CN(C(=O)c3ccccc3)C(C)(C(=O)OC)C21 (stereo unspecified)
    1% | -21% | 5% | 5% | . | -3% | . | ?
> Cc1cc(C(=O)NNC(=O)c2ccc(Cl)cc2)no1
    -3%[10 µM] | 8% | -1% | -11% | . | -1% | 3% | 5%
> COC(=O)C1=C(C(=O)OC)[C@@H]2N(C)c3ccccc3[C@@]23C[C@@H](CO)N(C(=O)C2CCC2)C3=N1
    -3%[10 µM] | -19%[11.6 µM] | 8%[17.5 µM] | 9%[17.4 µM] | . | -7%[11.6 µM] | . | -14%[11.5 µM]
> Cc1ccc(C)c(S(=O)(=O)NC(C)C(=O)Nc2ccc(-c3nc4ccccc4s3)cc2)c1 (stereo unspecified)
    -45%[inhibitor][10 µM] | -27% | 11% | -4% | -1% | ? | 4% | -2%
> Cc1ccc(-c2noc(CN3CCC(C(N)=O)CC3)n2)cc1
    -6%[10 µM] | 2% | -11% | 0% | -1% | -13% | 5% | 4%
> CCOC(=O)c1oc2ccccc2c1NC(=O)COC
    8%[10 µM] | -6% | 5% | 0% | 0% | -5% | 8% | -6%
> COc1ccc2cc(S(=O)(=O)N3CCOCC3)ccc2c1
    17%[10 µM] | -5% | 0% | -7% | 1% | 1% | -3% | -7%
> O=C(OC(C(=O)Nc1ccc(Cl)cc1C(F)(F)F)c1ccccc1)c1c(Cl)cccc1Cl (stereo unspecified)
    13%[10 µM] | -17% | -1% | -14% | 5% | -6% | 4% | -11%
> COc1cc(S(=O)(=O)Nc2ccc(C(=O)NCC(=O)O)cc2)ccc1NC(C)=O
    . | 6% | 11% | 1% | -3% | 1% | -5% | 6%
> COc1ccc(NC(=O)CSc2nnc(Cc3ccccc3)o2)c(OC)c1
    -4% | -2% | 4% | 1% | -6% | 3% | -18% | 2%
> Cc1ccc(NC(=O)C2CCN(S(=O)(=O)c3cnc[nH]3)CC2)nc1
    4% | 5% | ? | -8% | -4% | -1% | 1% | 5%
> CC(C)(C)C(=O)N1CCN(c2nc3ccccc3o2)CC1
    -22% | 10% | 4% | . | 8% | 6% | 4% | -1%
> COc1ccccc1N1CCN(C(=O)c2sc3nc4n(c(=O)c3c2C)CCC4)CC1
    . | 3% | . | . | . | 1% | 0%&10%[76.3 µM] | 9%
> C=CCNC(=O)N1CCc2nc(-c3ccc(OC)cc3C)c3c(c2C1)CO[C@@H](c1ccccc1)C3
    7%[10 µM] | -3%[11.6 µM] | 4%[17.5 µM] | -14%[17.4 µM] | . | -4%[11.6 µM] | . | 7%[11.5 µM]
> COC(=O)c1ccc2c(c1)SC1=C(CCCC1=O)N2
    -11% | -6% | -4% | -2% | 1% | 5% | -13% | 13µM*
> Cc1c(C(C)C)c(=O)n(-c2ccc(S(=O)(=O)NC3CCCCC3)cc2)n1C
    -26% | -10% | 1% | -13% | -2% | -12% | 1% | -2%
> Nc1ncnc2c1ncn2[C@@H]1O[C@H](C(=O)NC2CC2)[C@H](O)[C@H]1O
    . | 1% | 9% | 2% | . | 4% | . | 2%
> Cc1oc(-c2cccc(Cl)c2)nc1CN1CCCC(C(=O)NCCc2ccc(Cl)cc2)C1 (stereo unspecified)
    . | -19% | . | . | . | 7% | 0%[76.3 µM] | ?
> COc1ccc(NC(=O)c2nc(S(C)(=O)=O)ncc2N(Cc2ccc(C)cc2)Cc2ccco2)cc1Cl
    . | -12% | . | . | . | ? | 5%[76.3 µM] | 3%
> CC(=O)c1c(O)cc(=O)n(-c2ccccc2)c1-c1cccc2ccccc12
    -18% | -8% | -2% | -7% | 2% | -2% | -2% | ?
> Cc1nc2ccccc2c(=O)n1NC(=O)/C=C/c1ccc(Br)cc1
    37%[10 µM] | -16% | -3% | -4% | 4% | -1% | 2% | 1%
> Cc1ccccc1NC(=S)N1CCOCC1
    6%[10 µM] | -3% | 3% | -7% | 1% | 2% | 1% | -8%

Screening results (PubChem BioAssay)
